OX1R antag-1 = blocks the human orexin 1 receptor. AID 434989. inhibition, % at 5 µM. CHO/OX1R cells, Fluo-8 calcium fluorescence, orexin A. 330,000 tested, 0.43% active;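 active means inhibition above its plate's threshold, mean inhibition of all tested compounds on the plate plus 3 SD, cut at about 37% in these data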;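 further: 0% = orexin A challenge wells and 100% = SB-334867-A antagonist wells; not every result past the cut was called active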
Target sequence (O43613 whole entry, looked up): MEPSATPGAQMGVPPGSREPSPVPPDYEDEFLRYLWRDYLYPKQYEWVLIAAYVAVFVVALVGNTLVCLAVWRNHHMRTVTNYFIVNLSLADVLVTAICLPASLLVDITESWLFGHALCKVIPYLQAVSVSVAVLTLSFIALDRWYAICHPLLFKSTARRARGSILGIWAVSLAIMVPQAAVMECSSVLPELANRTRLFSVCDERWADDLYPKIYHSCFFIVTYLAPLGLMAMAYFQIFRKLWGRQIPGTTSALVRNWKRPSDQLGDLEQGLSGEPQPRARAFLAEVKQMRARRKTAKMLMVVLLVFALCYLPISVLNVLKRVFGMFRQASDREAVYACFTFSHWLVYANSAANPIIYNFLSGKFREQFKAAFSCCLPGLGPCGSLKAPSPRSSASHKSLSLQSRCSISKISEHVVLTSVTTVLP
CHT allo act = allosteric activators of human choline transporter CHT | CHT-expressing cells, membrane potential dye, choline EC20; active compounds read high; LV-AA mutant CHT in HEK293 cells | B-score at 10 µM | AID 488977 | 310,000 tested, 0.49% active | Q9GZV3;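 active means initial fluorescence not abnormally high and integrated response B-score, plate-corrected, over 3 SD above library mean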
Target sequence (Q9GZV3 whole entry, looked up): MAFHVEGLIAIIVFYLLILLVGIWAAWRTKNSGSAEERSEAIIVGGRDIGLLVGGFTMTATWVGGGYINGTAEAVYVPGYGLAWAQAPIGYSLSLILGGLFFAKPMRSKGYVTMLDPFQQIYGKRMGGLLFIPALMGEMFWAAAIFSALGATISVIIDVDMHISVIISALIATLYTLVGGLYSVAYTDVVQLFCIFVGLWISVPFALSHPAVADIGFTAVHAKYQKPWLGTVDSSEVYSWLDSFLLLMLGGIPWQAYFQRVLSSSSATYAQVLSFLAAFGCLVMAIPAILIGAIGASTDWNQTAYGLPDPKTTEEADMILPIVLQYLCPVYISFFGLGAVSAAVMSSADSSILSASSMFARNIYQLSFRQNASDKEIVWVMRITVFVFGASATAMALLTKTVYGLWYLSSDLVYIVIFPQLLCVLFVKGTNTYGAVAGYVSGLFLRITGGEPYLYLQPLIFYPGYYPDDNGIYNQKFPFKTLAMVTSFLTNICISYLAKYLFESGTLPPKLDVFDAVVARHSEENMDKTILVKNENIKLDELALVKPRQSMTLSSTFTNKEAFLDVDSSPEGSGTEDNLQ
OX1R antag-2 = antagonists of human orexin 1 receptor (OX1R). 330,000 tested, 1.8% active. AID 485270. O43613. inhibition, % at 6.6 µM. OX1R-expressing cells, FRET antagonist read-out; in the data active means inhibition mostly above about 38%, no sharp cut-off; inactive means mostly below about 40%;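 further: 0% = agonist challenge alone and 100% = reference antagonist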
* = called active by the depositor; i = inactive; / = not tested or not shown.

Start of the listing, in advance:
SMILES	OX1R antag-1	CHT allo act	OX1R antag-2
CCCn1c(SC(C)C(=O)NCC2CCCO2)nc2sc(CC)cc2c1=O (stereo unspecified)	-29.1	i	3.0
N#CCC(=O)N1CCn2c1nc1ccccc12	-11.8	i	10.3
C#CCOCCOCCOCCNc1nc(N2CCN(C(=O)Cn3cc(CCO)nn3)CC2)nc(N2CCN(C(=O)[C@H](C(C)C)n3cc(CCO)nn3)CC2)n1	4.2	i	16.9
CCOc1ccc(S(=O)(=O)n2cc(F)c(=O)[nH]c2=O)cc1[N+](=O)[O-]	8.1	i	25.2
Cc1ccc(SCCC(=O)NNC(=O)c2ccccc2F)cc1	-10.2	/	6.6

The list itself, from the start:
SMILES	OX1R antag-1	CHT allo act	OX1R antag-2
CCCn1c(SC(C)C(=O)NCC2CCCO2)nc2sc(CC)cc2c1=O (stereo unspecified)	-29.1	i	3.0
N#CCC(=O)N1CCn2c1nc1ccccc12	-11.8	i	10.3
C#CCOCCOCCOCCNc1nc(N2CCN(C(=O)Cn3cc(CCO)nn3)CC2)nc(N2CCN(C(=O)[C@H](C(C)C)n3cc(CCO)nn3)CC2)n1	4.2	i	16.9
CCOc1ccc(S(=O)(=O)n2cc(F)c(=O)[nH]c2=O)cc1[N+](=O)[O-]	8.1	i	25.2
Cc1ccc(SCCC(=O)NNC(=O)c2ccccc2F)cc1	-10.2	/	6.6
Cc1ccc(SCc2cc(=O)[nH]c(/N=C(\N)Nc3ccc(C)c(C)c3)n2)cc1	-9.1	i	-4.0
CCCCN(C(=O)/C=C/c1ccc(OC)cc1)C1CCS(=O)(=O)C1 (stereo unspecified)	-11.8	i	20.1
CCc1ccc(OCC(=O)NC(=S)Nc2ccc(C(C)=O)cc2)c(Br)c1	-16.3	i	4.0
COC(=O)N1CC=CC1(C)C(=O)NCc1cc(F)cc(C(F)(F)F)c1 (stereo unspecified)	-7.2	i	12.1
c1ccc(CCc2cn(C[C@H]3CC[C@@H]([C@@H]4CC[C@H](Cn5cc(CCc6ccccc6)nn5)O4)O3)nn2)cc1	-21.6	i	16.7
CCO[C@@H]1OC(C(=O)N2CCCCCCC2)=C[C@H](c2ccc(C(F)(F)F)cc2)[C@H]1CCCO	-40.4	i	-1.9
CCOC(=O)N1CCN(C(=O)CNC(=O)c2ccc(Br)cc2)CC1	-16.2	i	21.1
CCOC(=O)C1CCCN(CC(=O)Nc2cccc(C(C)=O)c2)C1 (stereo unspecified)	-20.9	i	5.9
O=C(CNC(=O)c1ccccc1)NCC(=O)OCC(=O)c1ccccc1	-14.2	i	0.7
Clc1ccc(NC2=NCCC2)cc1Cl	-19.6	i	10.3
CCOc1ccc(-n2c(COc3ccccc3)nnc2SCC(N)=O)cc1	-20.0	i	41.6
CC(=O)N1CCCc2cc(S(=O)(=O)N3CCC(C)CC3)ccc21	-7.8	i	17.1
c1ccc(C2[C@H]3CN(CC4CCCCC4)[C@H](c4ccccc4)C34CC2(c2cccnc2)C4)cc1 (stereo partly specified)	-34.0	i	21.3
O=c1oc2ccccc2n1Cc1cccc(C(F)(F)F)c1	-17.7	i	11.4
O=C(Nc1ccccc1Cl)C1C(c2ccccc2)C1(Cl)Cl (stereo unspecified)	-23.6	i	22.5
CC(C)(C)c1ccc(S(=O)(=O)N2CCC(N3CCCCC3)CC2)cc1	-18.8	i	11.4
CC(=O)c1c(C(C)=O)c(C)n(-c2ccc(N)cc2)c1C	-9.1	i	9.7
O=C1Nc2ccccc2/C1=N/N=C/c1cccc(O)c1	1.1	i	26.4
CC1Sc2ccc(S(=O)(=O)N3CCC(C(N)=O)CC3)cc2NC1=O (stereo unspecified)	-18.5	i	9.7
O=C(OCC(=O)N1CCN(C(=O)c2ccco2)CC1)C1=COCCO1	3.9	i	-1.8
CCOC(=O)c1c(SCc2ccccc2)n[nH]c1N	-21.3	i	0.9
Cc1ccc(N)cc1CN1CCCC1=O	-2.4	i	19.2
O=C(c1cccnc1)N1CCN(S(=O)(=O)c2ccc3ccccc3c2)CC1	-8.0	i	7.1
CSCCC(NC(=O)c1ccc(Cl)cc1Cl)C(=O)NCc1ccccn1 (stereo unspecified)	-34.0	i	-5.6
S=C(c1ccccc1)N1CCSCC1	-45.3	i	-5.7
NC(=O)CSc1nnc(-c2ccccn2)n1Cc1ccco1	-13.6	i	13.7
CCOC(=O)CN1C(=O)N(c2ccccc2OC)S(=O)(=O)c2ccccc21	-7.0	i	12.7
O=S(=O)(NCc1ccccc1)NCc1ccccc1	-10.8	i	9.9
CC1CCCN(CCCOc2ccc(Cl)cc2Br)C1 (stereo unspecified)	-20.1	i	-3.1
CCn1nc(C)cc1C(=O)N1CCc2c([nH]c3ccccc23)C1c1cc(F)ccc1F (stereo unspecified)	-21.4	i	17.1
O=Cc1c[nH]c2ccc(C(=O)c3ccccc3)cc12	7.7	i	19.1
Cc1ccccc1S(=O)(=O)Cc1ccc(C(=O)NCCN(CC(C)C)CC(C)C)o1	-20.2	i	0.3
O=c1c(C(c2ccccc2)c2c(O)nc3n(c2=O)CCCS3)c(O)nc2n1CCCS2	-12.3	i	9.4
CCOC(=O)NCCOC(=O)Nc1ccc(Cl)cc1	-8.3	i	8.7
COCCCNC(=O)C1CCC(CNS(=O)(=O)c2ccc3c(c2)N(C(C)=O)CCO3)CC1 (stereo unspecified)	-2.2	i	11.9
CN(CC(=O)Nc1ccccc1C(F)(F)F)C(=O)c1ccc(-c2ccc(Cl)cc2)o1	-22.7	i	24.1
COc1ccc(S(=O)(=O)N(C)C)cc1NCC(=O)Nc1ccc(F)cc1F	-8.6	i	14.7
CC(=O)Nc1ccc(S(=O)(=O)Nc2nc(CN3CCOCC3)nc3sc4c(c23)CCCC4)cc1	-15.5	i	17.0
CCN1C(=O)/C(=C/c2cn(C)nc2C)SC1=S	-22.9	i	5.0
O=C(NC1CCS(=O)(=O)C1)/C(=C\c1ccccc1)NC(=O)c1ccccc1 (stereo unspecified)	0.0	i	21.5
Cc1ccc(S(=O)(=O)NC(C)(C)CSc2nnc(Nc3ccccc3)s2)cc1	49.5*	i	39.2
Cc1ccc(Cl)cc1-n1ncc2c(NNC(=O)c3ccco3)ncnc21	-8.4	i	1.0
Cc1cccc(OC(C)C(=O)N2CCCN(C)CC2)c1C (stereo unspecified)	-15.2	i	14.2
CCS(=O)(=O)NCC(c1ccco1)N1CCN(c2ccccc2F)CC1 (stereo unspecified)	-9.8	i	18.6
COc1ccc(-n2nnnc2SCC(=O)N(C)C2CCS(=O)(=O)C2)cc1 (stereo unspecified)	-9.6	/	0.7
COC(=O)Cc1c(O)ccn(CCc2ccccc2)c1=O	0.8	i	6.5
O=C(CCNS(=O)(=O)c1ccccc1)NCCCSc1ccccc1	-1.0	i	15.1
CCCC(=O)Nc1cccc(C(=O)Nc2nccs2)c1	-7.0	i	28.3
COc1ccc(Nc2nc(-c3cccnc3)nc3ccccc23)cn1	-14.5	i	18.1
c1csc(-c2nc3nc4ccccc4nc3n2Cc2ccc3c(c2)OCO3)c1	-15.0	8.66*	25.3
Cc1c(CCC(=O)N2CCC[C@H]2C(=O)O)c(=O)oc2cc3oc4c(c3cc12)CCCC4	-1.5	i	14.6
COc1ccc(-c2noc(-c3ccccc3C(=O)Nc3cccnc3)n2)cc1	-17.2	i	27.6
O=C(c1cnsn1)N1CCC(CO)(Cc2ccc(Cl)cc2)CC1	-30.7	i	2.4
Cn1c(=O)oc2cc(S(=O)(=O)NCCC(=O)NC3CCCc4ccccc43)ccc21 (stereo unspecified)	-31.3	i	11.6
CC(C)CN(C(=O)CN(C)C(=O)Cc1ccccc1Cl)c1c(N)n(CC(C)C)c(=O)[nH]c1=O	-19.8	i	2.0

(cont.)
SMILES	OX1R antag-1	CHT allo act	OX1R antag-2
CCOC(=O)C1=C(c2ccccc2)N=c2s/c(=C\c3cccc(O)c3)c(=O)n2C1c1cccs1 (stereo unspecified)	-16.3	i	23.0
Cc1ccc(OCCC(=O)OCC(=O)Nc2ccc(Cl)cn2)cc1	-5.0	i	15.7
CCc1ccccc1NC(=O)N[C@H](C(=O)O)C(C)C	1.3	i	14.8
CCn1c(Cc2ccccc2)nnc1SCC(=O)Nc1nc(C)c(C)s1	-6.5	i	24.4
Cn1cccc1C(=O)OCc1cc(-c2ccco2)on1	21.7	/	4.5
CCc1ccc(N2CC(O)(c3cccs3)[N+]3=C2SCCC3)cc1 (stereo unspecified)	-21.0	i	15.1
Cc1cc(C)c(-n2c(SCCS(=O)(=O)c3ccc(F)cc3)n[nH]c2=O)c(C)c1	-21.2	i	8.4
COC(=O)C1=C(C)N(Cc2ccccc2)C(=NCCN2CCOCC2)N[C@H]1CCc1ccccc1	-20.1	/	12.9
COc1cccc(NC(=O)c2ccccc2-c2nc(-c3ccc(F)cc3)no2)c1	-11.4	i	10.1
COc1ccc(C(=O)/C=C/Nc2cccc(O)c2)cc1	-15.8	i	17.8
O=C(O)COc1ccccc1-c1nc(-c2ccccc2)c(-c2ccccc2)[nH]1	-10.8	i	6.6
CCOC(=O)c1cc2c(=O)n3ccccc3nc2n(CC(C)C)c1=NC(=O)c1c(-c2c(F)cccc2Cl)noc1C	-25.2	i	13.8
COc1ccc(OCC(=O)NNC(=O)c2c(-c3ccccc3Cl)noc2C)cc1	-15.6	i	6.5
C=CCOC(=O)C1=C[C@@H](c2ccc3c(c2)OCO3)C[C@@H](OCCCCO)O1	6.9	i	33.2
CC1=C(C(=O)OCC2CCCO2)C(c2ccc(F)cc2)NC(=O)N1 (stereo unspecified)	-15.6	i	13.6
O=C(OCc1cc2ccccc2[nH]c1=O)c1ccc([N+](=O)[O-])cc1	-14.3	i	13.7
O=C(c1ccc(-c2ccccc2)cc1)N1CCN(c2ncccn2)CC1	-33.4	i	10.8
CCc1nc2cccnc2n1-c1ccc(CC(=O)NCCOC)cc1	0.8	i	-6.7
CSc1ccc(CC(=O)N2CCC(n3nccc3NC(=O)C3CC3)CC2)cc1	1.6	i	16.8
O=C(Nc1cccc(F)c1)/C(=C\c1cccnc1)NC(=O)c1ccco1	2.5	i	15.5
Clc1nccc(N2CCN(c3ccccc3Cl)CC2)n1	-3.9	i	6.0
O=C1C=CC(=O)N1c1cccc(-c2ccccc2)c1	44.8*	i	24.0
O=C(NC1CCCCCC1)c1cc2c(=O)n3ccccc3nc2s1	-21.1	i	27.6
Cc1nc2c(-c3ccc(F)cc3)cnn2c(N)c1-c1ccccc1	-2.9	i	7.0
COc1ccc(N(CC(=O)NC2CC3CCC2C3)S(=O)(=O)c2ccc(C)cc2)cc1 (stereo unspecified)	-36.8	i	6.5
CC(C)CC(c1nnnn1C(C)(C)C)N1CCN(C2CCCC2)CC1 (stereo unspecified)	-17.2	6.64*	5.9
CCn1cc(C(=O)Nc2ccc(NC(=O)c3ccco3)cc2)c(=O)c2ccc(C)nc21	-21.0	i	0.3
COc1ccc(C(C)=O)cc1COc1ccc(Cl)c(C)c1	-18.3	i	9.5
COc1ccccc1OC(=O)Cc1cccc2ccccc12	-16.8	i	12.7
COc1ccc2c(c1)CCN1C2CCN2C(=O)CCC21 (stereo unspecified)	2.5	i	-0.2
COc1ccccc1S(=O)(=O)Cc1ccc(C(=O)N2CCN(c3ccccn3)CC2)o1	-34.0	i	10.1
Cn1cc(-c2ccccc2)cc(C#N)c1=O	-5.0	i	41.7
Cc1ccccc1-c1cc(C(=O)O)nn1CC1CC(c2cccc([N+](=O)[O-])c2)=NO1 (stereo unspecified)	-6.5	i	33.6
O=C(/C=C/c1ccc(F)cc1)NC(=S)NNC(=O)[C@H]1C[C@@H]1c1ccccc1	-18.9	i	-2.1
COc1cccc2cc(C(C)=O)c(=O)oc12	0.6	i	28.8
COCCN(C(=O)COC(=O)Cc1c(C)nc2ccccc2c1C)c1c(N)n(CC(C)C)c(=O)[nH]c1=O	-1.1	/	-1.3
Cc1ccccc1-n1cnnc1SCC(=O)Nc1cccnc1Cl	-9.8	i	6.0
COc1cc(/C=C/C(=O)OCC(=O)NC(=O)NC(C)(C)C)ccc1O	-13.7	i	6.0
CCOC(=O)NC(=O)C(=CNc1ccccc1C)C(=O)NC(=O)OCC	1.7	i	2.8
Cc1cc(C)c(S(=O)(=O)Nc2cccc(S(=O)(=O)N3CCOCC3)c2)c(C)c1	-16.3	i	20.5
Cc1ccc(NC(=O)Cn2nnc(C(=O)NCc3cccs3)c2N)cc1F	6.6	i	8.7
CC(NC(=O)CC(O)(C(F)(F)F)C(F)(F)F)c1ccccc1 (stereo unspecified)	-0.2	i	25.2
CCCOC(=O)c1ccc(NC(=O)C(CC)CC)cc1	-9.4	i	12.9
Brc1ccc(-c2nnc(-c3ccccc3)c(N3CCSCC3)n2)cc1	-17.9	i	25.3
CC1CCN(S(=O)(=O)c2ccc(NC(=O)C3CC3)cc2)CC1	0.4	i	9.7
Cn1c(=O)oc2cc(S(=O)(=O)N3CCCC3)ccc21	-10.9	i	3.7
O=C(O)Cn1ncn(-c2ccc(OC(F)(F)F)cc2)c1=O	-2.3	i	9.0
CCCc1ccc(C(C)NC(=O)c2cnccn2)cc1 (stereo unspecified)	-5.6	i	27.4
COc1ccc(C(C)=O)cc1COc1nc(C)nc2ccccc12	-35.1	i	9.8
CCCn1c(SCC(=O)N2CCOCC2)nnc1-c1ccncc1	-1.2	i	28.0
O=C(c1ccco1)N1CCN(S(=O)(=O)c2cccc([N+](=O)[O-])c2)CC1	-15.9	i	22.4
O=C(NCC1CCCO1)C1CC(=O)N(C2CCCCCC2)C1 (stereo unspecified)	20.2	i	2.8
Cc1ccc(C)c(NC(=O)CCc2nnc3ccc(NCc4ccco4)nn23)c1	-8.3	i	15.5
